ROC1-CUL1 inh – human ROC1-CUL1 E3 ligase inhibition. P62877+Q13616. in vitro K48 di-Ub FRET, acceptor:donor ratio, 45 min. inhibition, % at 10 µM. 140,000 tested, 0.6% active; in the data active = inhibition above about 25%
Target sequence (P62877 whole entry, looked up): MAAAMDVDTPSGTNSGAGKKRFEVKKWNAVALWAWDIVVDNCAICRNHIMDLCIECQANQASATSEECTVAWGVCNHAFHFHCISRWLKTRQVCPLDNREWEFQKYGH
Target sequence (Q13616 whole entry, looked up): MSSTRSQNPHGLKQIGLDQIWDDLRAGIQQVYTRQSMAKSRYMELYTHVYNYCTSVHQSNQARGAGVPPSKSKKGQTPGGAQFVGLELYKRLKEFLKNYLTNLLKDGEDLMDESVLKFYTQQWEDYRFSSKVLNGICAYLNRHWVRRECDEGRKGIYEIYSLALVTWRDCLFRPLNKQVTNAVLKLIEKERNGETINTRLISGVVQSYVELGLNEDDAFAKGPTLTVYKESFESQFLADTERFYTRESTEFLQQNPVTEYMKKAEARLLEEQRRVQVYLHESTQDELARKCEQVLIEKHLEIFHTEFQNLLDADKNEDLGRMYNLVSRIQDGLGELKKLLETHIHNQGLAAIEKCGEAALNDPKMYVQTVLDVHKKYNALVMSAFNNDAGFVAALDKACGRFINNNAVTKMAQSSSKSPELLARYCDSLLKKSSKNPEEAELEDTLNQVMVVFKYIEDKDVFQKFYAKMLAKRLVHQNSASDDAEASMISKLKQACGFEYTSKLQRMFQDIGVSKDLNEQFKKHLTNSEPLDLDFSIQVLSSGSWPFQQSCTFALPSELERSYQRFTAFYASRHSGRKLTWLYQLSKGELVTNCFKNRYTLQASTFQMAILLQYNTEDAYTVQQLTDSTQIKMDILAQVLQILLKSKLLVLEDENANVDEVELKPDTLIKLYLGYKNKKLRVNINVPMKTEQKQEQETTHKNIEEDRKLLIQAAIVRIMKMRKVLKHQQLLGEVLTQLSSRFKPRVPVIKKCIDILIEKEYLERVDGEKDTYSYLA
* marks the source's active call; other numbers are inactive results. This is a subset, so the mix of outcomes need not match the whole.

ROC1-CUL1 inh,structure
4.5,Cc1ccc2[nH]c([C@@H]3C[C@H]4CN(C)C(=O)[C@]45CCCN35)c(C)c2c1
3.1,CCc1cccc(NC(=O)CN(C)S(=O)(=O)c2cccc3cccnc23)c1
11.2,O=C(O)CC(Cc1ccc(Cl)cc1)C(=O)Nc1ccc(I)cc1 (stereo unspecified)
-5.3,COc1ccc(OCC(CO[N+](=O)[O-])Oc2ccc(OC)cc2)cc1 (stereo unspecified)
1.5,CC1(C)CC(=O)C2=C(C1)N(c1cc(C(F)(F)F)ccc1Cl)C(=N)C(C#N)C2c1ccccc1Cl (stereo unspecified)
-19.1,CCc1ccc(C2C3=C(CCCC3=O)OC(=N)C2C#N)cc1 (stereo unspecified)
-7.4,COc1ccc(NC(=O)Cn2c(=O)n(Cc3ccccc3)c(=O)c3oc4ccccc4c32)cc1Cl
-1.4,CCc1ccc(CCC(=O)NC2CCCC2)cc1
3.9,Cc1ccc(C(=O)N2CCN(S(=O)(=O)c3ccccc3)CC2)cc1C
1.2,CNC(=S)N/N=C/c1c(C)nn(-c2ccccc2)c1Cl
-0.4,O=C(Cn1cnc([N+](=O)[O-])c1)NC1CCCC1
-1.1,Cc1ccc(S(=O)(=O)N2CCN=C2c2ccccc2)cc1C
4.3,CCNc1nc(NCC)nc(Oc2ccc(=O)[nH]n2)n1
-2.2,O=C(CNc1cccc2ccccc12)N/N=C\c1ccc(Cl)s1
5.6,CCOC(=O)C1C=Nc2cc(C(F)(F)F)ccc2C1=O (stereo unspecified)
1.3,CC(=O)Nc1cccc(NC(=O)CCC(=O)O)c1
16.1,Cc1ccc(-c2ccnc3nc(N4CCOCC4)[nH]c(=O)c23)cc1
3.8,COc1ccccc1NC(=O)CN1C(=O)C2(SCC(=O)N2c2ccc(F)c(F)c2)c2ccccc21 (stereo unspecified)
-3.0,COCCNC(=O)CN1C(=O)c2cccnc2Oc2ccc(Cl)cc21
1.3,CN(Cc1n[nH]c2c1CCCC2)C(=O)COc1ccc(N2CCN(c3ccccn3)CC2)nn1
8.7,Cc1cc(C)c2c(c1)N=C(CSc1nnc(-c3ccccc3)n1C)CC2=O
7.6,CC(C)CCNC(=O)C1COc2cc(-c3cc(=O)c4ccccc4o3)ccc2O1 (stereo unspecified)
-5.8,COc1cccc(C2N(c3ccccc3)N=C(C(C)=O)N2c2ccc(N(C)C)cc2)c1OCc1ccc(Cl)cc1Cl (stereo unspecified)
4.2,CCCNC(=O)C1CC(=O)N(c2ccc(C)cc2C)C1 (stereo unspecified)
0.5,CC1CN(C(=O)N2CCC(C(=O)NCCC3=CCCCC3)CC2)c2ccccc2O1 (stereo unspecified)
-0.1,COC(=O)c1ccc(Cn2cnc3scc(-c4ccc(C)c(C)c4)c3c2=O)cc1
2.9,COc1ccc(CC(=NC(=O)c2ccc(Br)cc2)C(=O)Nc2cccc(C(=O)O)c2)cc1
-2.0,CC(=O)NCCNc1nc2c(S(=O)(=O)c3ccc(C)c(C)c3)nnn2c2ccc(Cl)cc12
-8.2,COC(=O)C1C(C)=NC(=S)NC1c1ccc(OC)c2ccccc12 (stereo unspecified)
8.7,COC(=O)c1cccn(C)c1=S
9.5,CCc1ccc(-n2nnc(C(=O)Nc3c(C)cccc3C)c2C)cc1
-3.1,O=C1C2=C(CCCC2)C(=O)N1c1c(F)cc(Cl)c2c1OCCO2
-4.8,O=C(Cn1ncc2c3ccccc3n(Cc3ccc(Cl)cc3)c2c1=O)NC1CCCCCC1
1.9,O=C(Cc1cccs1)Nc1ccc(Br)cc1
5.2,Cc1ccc2nc3c(cc(C(=O)NC4CCCC4)n3C)c(=O)n2c1
-4.4,COc1cc(OC)c(NC(=O)C2CCN(C(=O)c3sc4nc[nH]c(=O)c4c3C)CC2)cc1Cl
4.0,N#C/C(=C\c1cccs1)c1nc(-c2ccc(Br)cc2)cs1
-1.2,O=[N+]([O-])c1c(Cl)ncnc1N1CCCCCC1
3.4,Cc1cccc(-c2noc(-c3ccc(N4CCCC4)c([N+](=O)[O-])c3)n2)c1
0.5,c1ccc(Cc2noc(CCNc3cc(C4CCNCC4)ncn3)n2)cc1
2.8,COc1ccc(C2C(C(=O)CCc3ccccc3)C(=O)C(=O)N2Cc2ccccc2)cc1 (stereo unspecified)
1.8,CNc1nc(C)nc(N(C)N(C)C(C)=O)n1
4.2,COc1ccc(-c2noc(CNC(=O)COc3cccc(C)c3C)n2)cc1
-6.7,COc1cc(Cl)c(C)cc1NC(=O)CNC(=O)Cn1ccc2ccccc2c1=O
-5.1,Cc1ccc(CNC(=O)CN2C(=O)CSc3ccc(S(=O)(=O)N4CCCC4)cc32)cc1
-5.5,Brc1ccc(-c2nnco2)cc1
15.4,Cc1ccc(-c2cnc(C3CC(=O)N(CC(C)C)C3)[nH]2)c(C)c1 (stereo unspecified)
-4.2,O=C(c1cccnc1)N1CCC(Oc2ccccc2C(=O)N2CCCCCCC2)CC1
-5.0,Cc1cc(C)c(NC(=O)Cn2nnc(-c3nc(-c4ccccc4)no3)c2N)c(C)c1
1.2,Nc1nc(SCCc2ccccc2)nc2sc3c(c12)CCCC3
-12.9,C=CCC(=O)N1CCc2onc(-c3ccc(F)c(F)c3)c2C1
5.2,CCCCNC(=O)c1cccc(NS(C)(=O)=O)c1C
3.8,O=C(Nc1cccc(F)c1)C1CCN(Cc2cccc(Cl)c2)CC1
-3.1,O=C(Nc1ccc(S(=O)(=O)N2CCCCCC2)cc1)c1ccccc1Cl
-3.8,Cc1ccc(CCC(=O)N2CC(=O)Nc3ccccc32)cc1
2.7,CCOC(=O)C1=C(C)N=c2s/c(=C/c3c[nH]c4ccccc34)c(=O)n2C1c1cc(Br)c(OC)cc1OC (stereo unspecified)
5.2,O=S(=O)(c1ccc(-c2csc(-c3ccc(Cl)cc3)n2)cc1)N1CCCC1
2.5,COc1cccc(-c2ccc3c(N)c(C(=O)Nc4ccc(F)cc4C)sc3n2)c1
-6.2,CCc1ccc(-n2nnc(C(=O)Nc3cccc(F)c3)c2C)cc1
8.5,CCOC(=O)C1CCCN(C2CCN(Cc3nc(CCc4ccccc4)no3)CC2)C1 (stereo unspecified)

Carrying on:
ROC1-CUL1 inh,structure
3.8,O=C(CN1C(=O)COc2ccc(Cl)cc21)Nc1ccc(F)cc1
2.7,CC1=NN(c2ccc(F)cc2)C(=O)/C1=C\C1C(=O)NC(=O)N(C)C1=O (stereo unspecified)
-3.2,COc1ccc(-n2c(=O)c3c4c(sc3n(Cc3ccc(C)cc3C)c2=O)CCC4)c(OC)c1
-6.1,CCc1cccc(NC(=O)CN(C)S(=O)(=O)c2ccc3c(c2)CCCN3C(C)=O)c1
-2.5,N/C(=N\OCc1ccccc1)c1nonc1N
-7.9,COc1cccc(OC/C=C/CN2CCC(C)CC2)c1
-3.0,COc1ccccc1CNS(=O)(=O)c1cc(Br)cc2c1N(C(=O)C1CC1)CC2
3.3,CN1C(=O)NC(=NC2CCCCC2)C([N+](=O)[O-])C1=O (stereo unspecified)
3.0,CCSc1nnc2c(n1)OC(c1ccc(C)s1)N(C(C)=O)c1ccccc1-2 (stereo unspecified)
-0.1,Clc1ccc2c(c1)Sc1ccccc1C=C2
0.6,O=C(COc1cccc2ccccc12)NCc1ccccn1
12.6,CCOc1ccc(NC(=O)Cn2ncc3c2-c2cc(C)ccc2OC3)cc1
0.1,OCCN(CCO)Cc1ccc2ccc3cccc4ccc1c2c34
-6.8,O=C(CC(c1ccccc1)c1ccccc1F)NCc1ccncn1 (stereo unspecified)
1.1,COc1ccc(CCNCC(=O)Nc2cc(N(C)C)nc3ccccc23)cc1OC

5 compounds out of the list above, ordered by the number in ROC1-CUL1 inh, largest number first:
ROC1-CUL1 inh,structure
8.7,COC(=O)c1cccn(C)c1=S
4.3,CCNc1nc(NCC)nc(Oc2ccc(=O)[nH]n2)n1
2.8,COc1ccc(C2C(C(=O)CCc3ccccc3)C(=O)C(=O)N2Cc2ccccc2)cc1 (stereo unspecified)
1.1,COc1ccc(CCNCC(=O)Nc2cc(N(C)C)nc3ccccc23)cc1OC
-3.1,O=C(Nc1ccc(S(=O)(=O)N2CCCCCC2)cc1)c1ccccc1Cl

For convenience, some entries already given:
ROC1-CUL1 inh,structure
-6.1,CCc1cccc(NC(=O)CN(C)S(=O)(=O)c2ccc3c(c2)CCCN3C(C)=O)c1
-2.5,N/C(=N\OCc1ccccc1)c1nonc1N
-7.9,COc1cccc(OC/C=C/CN2CCC(C)CC2)c1
-3.0,COc1ccccc1CNS(=O)(=O)c1cc(Br)cc2c1N(C(=O)C1CC1)CC2
3.3,CN1C(=O)NC(=NC2CCCCC2)C([N+](=O)[O-])C1=O (stereo unspecified)

(next part)
ROC1-CUL1 inh,structure
-3.1,CCOc1ccc(C=C2C(=O)NC(=S)NC2=O)cc1Cl
-4.9,CCOC(=O)C(O)(c1ccc(N(C)C(=O)OC(C)C)cc1)C(F)(F)F (stereo unspecified)
66.1*,Oc1c(Br)cc(C(=C(Cl)Cl)c2cc(Br)c(O)c(Br)c2)cc1Br
-5.1,Oc1cccc(-c2nc(-c3ccccc3)c(-c3cccc4ccccc34)[nH]2)c1
1.1,CCOc1cc(C)c(S(=O)(=O)Nc2ccc(Cl)cn2)cc1C
-5.7,O=C(Nc1nccs1)c1ccncc1
0.0,OC(CN1CCN(CC(O)Cn2c3cc(Cl)ccc3c3ccc(Cl)cc32)CC1)Cn1c2ccccc2c2ccccc21 (stereo unspecified)
-14.8,Cc1ccc(C(=O)Nc2ccc3oc(-c4ccc(C(C)(C)C)cc4)nc3c2)cc1[N+](=O)[O-]
-2.6,CCc1cc(C(=O)NCC2CCN(c3cnn(C)c(=O)c3)C2)on1 (stereo unspecified)
5.8,CCc1sc2sncc2c1Br
-0.3,CCOC(=O)c1cccc(NC(=O)C2CC2)c1
3.6,Cc1ccc(C(=O)c2coc3c2C(=O)C(=O)c2ccccc2-3)cc1
6.8,COC(=O)c1ccc(NC(=O)Cn2c(=O)oc3ccccc32)cc1
-4.8,CN(C)c1ccc(/C=C2\SC(N3CCN(Cc4ccccc4)CC3)=NC2=O)cc1
-2.5,CCc1nn(CCCC(=O)NCc2ccc(OC(C)C)cc2)c(=O)c2cc3occc3n12
-2.4,Cc1ccc(-n2c(=O)c3oc4ccccc4c3n(Cc3cccc(F)c3)c2=O)cc1C
-4.3,CN(C)c1ccc(C2CC(c3ccc(Cl)cc3)=NN2S(C)(=O)=O)cc1 (stereo unspecified)
0.1,COc1cc(C(=O)NNC(=O)c2ccc(C(C)(C)C)c(Br)c2)cc(OC)c1OC
-7.7,O=C(NC(=O)N1CCN(c2ncc(C(F)(F)F)cc2Cl)CC1)c1cccc(C(F)(F)F)c1
1.6,Cc1ccccc1-n1nnnc1C(Cl)(Cl)c1nnnn1-c1ccccc1C
5.8,Cc1cc(C)c2c(n1)SCCN2C(=O)Nc1ccc(C(=O)Nc2cc(Cl)ccc2C)cc1
0.1,CC(NC(=O)c1ccc(Cl)c(Cl)c1)C1CCCO1 (stereo unspecified)
1.4,C=CCN1N=C(c2ccc(NC(C)=O)cc2)CSC1=O
-4.5,O=C(Nc1ccc(C(F)(F)F)cc1)C1(c2cccs2)CCOCC1
-0.4,O=C(CSc1ccc(Br)cc1)Nc1ccc(Cl)cc1
1.4,COc1cccc(N2CCN(C(=O)c3cc(Br)cs3)CC2)c1
-10.8,CCOc1ccc(Cl)cc1CNCC1CCNCC1
-2.1,O=c1c(Cl)c(N2CCN(c3cccc(C(F)(F)F)c3)CC2)cnn1-c1cccc(Cl)n1
-6.3,CN1CCN(S(=O)(=O)Cc2cccc(Cl)c2)CC1
-6.9,Cc1cccc(N(C)c2nc3ccc(C)cc3n3cnnc23)c1
-2.3,Cc1ccc(N2CCN(Cc3nnc(-c4ccccc4F)o3)CC2)c(C)c1
11.6,CCCSc1nc2nc(C)cc(C)n2n1
0.1,CC(C)(C)c1nc2c(s1)-c1ccccc1C2
0.4,COCC(=O)N1CCC(CCC(=O)NC2CCN(Cc3ccccc3)C2)CC1 (stereo unspecified)
-20.4,COc1ccccc1NCC(=O)N/N=C\c1ccc2c(c1)OCO2
-5.7,CCN(CCO)C(=O)c1ccc2oc(-c3ccc(C(F)(F)F)cc3)nc2c1
0.5,Cc1ccc(S(=O)(=O)CC2CSc3nnc(C)c(=O)n32)cc1 (stereo unspecified)
-2.1,Nc1c(C(=O)Nc2ccc(F)cc2)sc2nc(-c3ccc(F)cc3)ccc12
8.9,N#CC1(Cc2ccc([N+](=O)[O-])cc2)c2ccccc2C=CN1C(=O)c1ccccc1 (stereo unspecified)
-3.3,COc1ccc(OC2CCN(S(=O)(=O)c3cccc(F)c3)CC2)cc1
6.8,COc1ccc(NCC(=O)Nc2ccc(Cl)cc2C)c(OC)c1
-5.5,O=c1oc2ccccc2n1Cc1ccccc1F
3.6,c1ccc2c(N3CCOCC3)c3c(nc2c1)CCC3
1.2,COc1ccc(NC(=S)NC(=O)c2cccc(C)c2)cc1
-10.8,COc1cccc(C(=O)NCc2cccnc2)c1
-3.9,CCOc1cc(C2C3=C(CC(c4ccc(OC)c(OC)c4)CC3=O)N=C(C)C2C(=O)OC2CCCCC2)ccc1O (stereo unspecified)
1.4,Cc1ccc(NC(=O)CCS(=O)(=O)c2ccc(Br)cc2)cc1
1.8,Cc1nnc(SCC(=O)N/N=C/c2ccc(-c3ccc([N+](=O)[O-])cc3)o2)n1-c1ccccc1
4.7,COc1cc(OC)c(NC(=O)Cn2c(=O)cc(C(F)(F)F)c3c(C)nn(C)c32)cc1Cl
2.7,O=C(CCC1CCCN(C(=O)Cc2ccccn2)C1)NC1CC1 (stereo unspecified)
-1.1,COc1ccc(NC(=O)CSc2ccccn2)c([N+](=O)[O-])c1
1.0,O=C1CN2NC(=S)N(c3ccccc3)C2=CN1c1ccc(Cl)cc1

A different layout for two compounds above.
| SMILES | ROC1-CUL1 inh |
| --- | --- |
| CCOc1cc(C)c(S(=O)(=O)Nc2ccc(Cl)cn2)cc1C | 1.1 |
| O=C(Nc1nccs1)c1ccncc1 | -5.7 |

Screening data deposited in PubChem BioAssay by Icahn School of Medicine at Mount Sinai.
